EPAC1 antag = blocks human EPAC1 exchange factor. Potency, µM (doses to about 115 µM), inactives show at the top dose activity change, negative = inhibition, usual class: inhibitors. 0.14% of 360,000 active. EPAC1 GEF assay, Rap1b-BODIPY-GDP exchange fluorescence;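 also: potency is read from the fitted curve at half-maximal effect; plate controls were vehicle for no effect and positive control for full effect; nearly all actives have a fitted effect of over 50% in size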
WRN helicase inh = inhibitors of human WRN helicase. AID 651768. WRN helicase unwinding, fluorescent forked duplex, kinetic. Q14191. Potency, µM (series often up to 114 µM), for the others: at the top dose activity change, negative = inhibition, most hits filed as inhibitors. 0.46% of 360,000 active; also: potency is read from the fitted curve at half-maximal effect; % is scaled to controls: 0 for no effect and ±100 for the full control effect; nearly all actives have a fitted effect of over 55% in size
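Fluorescence dequenching readout, ex 525 nm/em 598 nm, kinetic mode: forked duplex DNA (100 nM final) with adjacent fluorophore and quencher unwound by WRN (20 nM final) with 2 mM ATP. Compound preincubation 15 min, room temperature.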
EPAC1 ag = EPAC1 (human) agonism | 0.073% of 360,000 active | AID 720707 | EPAC1 agonist qHTS, biochemical assay; response scale: 100% = response to 6.5 mM cAMP | Potency, µM (series often up to 154 µM), without a hit: top-dose activation, most hits filed as activators | O95398; also: potency is read from the fitted curve at half-maximal effect; nearly all actives have a fitted effect of over 60% in size
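Multi-concentration qHTS readout: loss of Rap1B-bound BODIPY-GDP fluorescence driven by 100 nM EPAC1 with excess GDP (50 uM), monitored kinetically at room temperature; agonist response expressed relative to 6.5 mM cAMP.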
PI5P4Ka inh = blocks human PI5P4K alpha kinase activity; P48426; PI5P4Kalpha enzyme, ADP-Glo luminescence, 60 min; stronger effect = lower value; max response, %; 1.2% of 330,000 active; active = max response of -50% or lower; inconclusive = between -30% and -50%; inactive = -30% or higher; also: value at the top dose of about 77 µM; % is scaled to controls: 0 for no effect and ±100 for the full control effect
Target sequence (P48426 whole entry, looked up): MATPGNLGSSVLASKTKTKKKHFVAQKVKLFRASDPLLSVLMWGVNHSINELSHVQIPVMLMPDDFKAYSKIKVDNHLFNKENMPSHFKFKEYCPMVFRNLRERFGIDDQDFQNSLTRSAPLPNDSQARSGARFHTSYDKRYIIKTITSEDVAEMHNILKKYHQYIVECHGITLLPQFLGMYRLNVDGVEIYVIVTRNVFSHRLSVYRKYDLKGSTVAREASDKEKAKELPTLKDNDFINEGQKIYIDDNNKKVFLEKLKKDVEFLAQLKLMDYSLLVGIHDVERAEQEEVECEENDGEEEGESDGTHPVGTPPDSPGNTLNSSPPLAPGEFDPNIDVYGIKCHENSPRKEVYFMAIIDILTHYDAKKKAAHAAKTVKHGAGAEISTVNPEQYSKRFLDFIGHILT
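Human PI5P4Kalpha with substrate in 0.038 M HEPES pH 7.4, 0.28 mM EGTA, 0.1% CHAPS, 5% DMSO; reaction started with 5 microM ATP (final), 60 min at room temperature. ADP formed read by ADP-Glo luminescence.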
Abeta rescue = A-beta toxicity reversal in yeast | yeast expressing A-beta42, growth rescue, OD600, 48 h; response scale: 0% DMSO, 100% iron-clioquinol control | Potency, µM (top dose mostly 46.1 µM), for the others: top-dose growth rescue, most hits filed as activators | 0.063% of 410,000 active; also: potency is read from the fitted curve at half-maximal effect; nearly all actives have a fitted effect of over 55% in size
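Yeast growth medium received pinned compounds, then yeast cells expressing toxic A-beta were added; plates incubated at 30 C for 48 hr. Growth read as absorbance at 600 nm, normalized to DMSO and equimolar FeCl3 plus clioquinol controls.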
FUS suppressor = rescues growth of FUS-expressing yeast; Potency, µM (series often up to 76.6 µM), without a hit: at the highest dose growth rescue (activation), most hits filed as activators; 0.24% of 390,000 active; S. cerevisiae FUS-expressing, growth rescue, OD600, 24 h;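 also: potency is read from the fitted curve at half-maximal effect; plate controls were DMSO vehicle for no effect and reference control for full effect; nearly all actives have a fitted effect of over 55% in size; some results filed as inactive show a strong effect at the top dose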
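Restored growth of FUS-toxic S. cerevisiae, read as 600 nm absorbance after 24 h at 30C in galactose medium (starting OD 0.005). Controls CP55940 and DMSO.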
PLK1 PBD inh = PLK1 (human) polo-box domain binding inhibition | Plk1 PBD binding of FITC phosphopeptide, fluorescence polarization | 2.8% of 360,000 active | Potency, µM, without a hit: max response, negative = inhibition, usual class: inhibitors | P53350 | AID 720504; also: potency is read from the fitted curve at half-maximal effect; series mostly up to about 57 µM; % is scaled to controls: 0 for no effect and ±100 for the full control effect; nearly all actives have a fitted effect of over 65% in size
Target sequence (P53350 whole entry, looked up, the tested form may be a part): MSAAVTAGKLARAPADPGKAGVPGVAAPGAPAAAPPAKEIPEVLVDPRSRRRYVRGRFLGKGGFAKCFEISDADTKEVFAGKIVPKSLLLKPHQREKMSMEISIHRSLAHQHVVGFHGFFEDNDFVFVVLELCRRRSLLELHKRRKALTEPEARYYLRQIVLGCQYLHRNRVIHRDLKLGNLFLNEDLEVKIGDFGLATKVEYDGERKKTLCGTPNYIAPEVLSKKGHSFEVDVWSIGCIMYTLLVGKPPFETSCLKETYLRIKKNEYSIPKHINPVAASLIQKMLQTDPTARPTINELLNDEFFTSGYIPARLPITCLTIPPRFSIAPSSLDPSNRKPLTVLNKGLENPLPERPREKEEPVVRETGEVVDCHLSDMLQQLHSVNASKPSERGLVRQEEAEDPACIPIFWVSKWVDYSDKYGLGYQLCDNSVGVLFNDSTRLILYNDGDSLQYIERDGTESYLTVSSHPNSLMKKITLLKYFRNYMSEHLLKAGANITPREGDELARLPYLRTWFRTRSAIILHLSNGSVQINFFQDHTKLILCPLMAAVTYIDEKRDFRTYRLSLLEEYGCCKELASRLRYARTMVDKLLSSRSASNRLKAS
IL2 activator = activators of IL-2; IL-2 activation reporter assay, cell-based qHTS; stimulated with anti-CD3/CD4/CD28 beads; in transgenic mouse T cells; activation, % (series mostly up to about 46 µM); 0.065% of 360,000 active; in the data active = activation above about 50%; inconclusive = mostly about 30% to 49%; also: 0% is about no effect
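Readout is EGFP and DsRed signal by fluorescent plate cytometry after 18 h at 37 degrees C. Transgenic mouse T cells (750/well) received compound for 60 min before bead stimulation (anti-CD3, anti-CD4, anti-CD28); memory T cells served as non-tolerant control.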
Numbers without * were called inactive; ? = inconclusive; nt = not tested or not shown; & = joins results of further samples; ! = a repeat was not active; [ ] = remark or other dose. Unless noted, calls follow the shape of the dose curve; as a rule, active = well fitted curve in the direction sought with a large enough effect; inconclusive = small, poorly fitted or top-dose-only effect, or another doubt; inactive = no such curve, though single readings can be large; an effect the other way counts as inactive or inconclusive.

SMILES | EPAC1 antag | WRN helicase inh | EPAC1 ag | PI5P4Ka inh | Abeta rescue | FUS suppressor | PLK1 PBD inh | IL2 activator
O=C(Cc1ccc(-n2c(=O)c3ccccc3n(Cc3ccc(F)cc3)c2=O)cc1)NCC1CCCO1 (stereo not drawn) | 11% | 8% | -7% | -10 | -7% | 35% | 3% | -0.5
O=C(COC(=O)/C=C/c1ccccc1Cl)NC1CCCCCC1 | 0% | 12% | 10% | 1 | -15% | -7% | ? | -2.5
COC(=O)c1c(O)c2c([nH]c1=O)CCCC2 | -22% | -7% | 0% | -1 | 21% | -30% | -4% | 0.0
O=C(c1ccc(S(=O)(=O)Nc2ccccc2F)cc1)N1CCN(c2ccccc2O)CC1 | 8% | 0% | -9% | -5 | -1% | 26% | 2% | -2.5
CC(=O)N1CCN(c2ccc(NCc3ccc4c(c3)OCO4)cc2)CC1 | 10% | -19% | -3% | 8 | -12% | ? | -5% | 3.1
CCCCCCSc1cc(-c2nc3cc(C)ccn3c2NCCCC)ccc1OC | -26%&-12% | -12%&-12% | -35%&-2%[inhibitor] | 2&18 | -66%&-68%[inhibitor] | 28µM*! | -3%&-3% | -0.7&-1.0
O=C1c2ccc(Oc3ccc([N+](=O)[O-])cc3)cc2C(=O)N1CCCO | -3% | 5% | -3% | 0 | -22% | 18% | -11% | -1.5
COCCN(C)Cc1nc(C(c2ccccc2)c2ccccc2)no1 | -9% | 9% | 10% | -1 | 7% | -3% | 5% | 3.1
CCCn1c(C)cc(/C=C(\C#N)C(=O)OCC(=O)Nc2cc(OC)c(OC)c(OC)c2)c1C | -17% | -32% | 17% | -14 | 3% | 24% | -4% | -0.1
O=c1c(N=Nc2ccccc2)c[nH]n1-c1ccccc1 | 14% | -4% | -5% | -6 | -10% | 8% | 3% | -3.8
CC1CC(C)CN(c2nc3c(c(=O)[nH]c(=O)n3C)n2CCCSc2nc3ccccc3s2)C1 (stereo not drawn) | -27% | 4% | -13% | 0 | -7% | nt | 3% | -0.1
O=C(NCC(c1cccnc1)N1CCOCC1)c1cccs1 (stereo not drawn) | -2% | -2% | 4% | -5 | -10% | -31% | -4% | -0.4
Cc1cc(C)cc(NC(=S)NC2CC3CCCC(C2)N3C2CCCC2)c1 (stereo not drawn) | 13% | -4% | 16% | 1 | -3% | -10% | -17% | -0.8
O=C(Nc1nccs1)C1CCN(S(=O)(=O)c2ccccc2)CC1 | 18% | 1% | 4% | -14 | -2% | 25% | -7% | 0.6
CCOC(=O)C(NC(C)=O)C(=O)Nc1ccc(C)cc1C (stereo not drawn) | -1% | -21%[57.1 µM] | 5% | -1 | 2% | -5% | -8% | 3.6
CCOc1ccc(CN(C)C(=O)c2cc3ccccc3o2)cc1OC | 11% | -8% | 3% | -7 | ? | 40% | -10% | -0.7
COc1ccc(CN2CCN(C(=O)c3ccccc3C(=O)c3ccccc3)CC2)cc1OC | -8% | 9% | -10% | -5 | 2% | nt | 6% | -2.3
CC(C)c1ccc(NC(=O)c2cccc(NC3=NC4CS(=O)(=O)CC4S3)c2)cc1 (stereo not drawn) | -6% | -2% | -7% | -1 | -10% | ? | -2% | -1.1
COc1ccc(C(=O)N2CCC(CCC(=O)Nc3cccc(C)c3)CC2)cc1 | -12% | ? | 7% | -4 | -7% | nt | -5% | -4.4
N/C(=N\OC(=O)c1ccc(Cl)cc1Cl)c1cccnc1 | -12% | -5% | 13% | 8 | -11% | -3% | 7% | -2.8
COc1cc(C(=O)ON=C2C=C(C)C(=O)C(C)=C2)cc(OC)c1OC | 1% | 6% | -2% | -2 | -12% | nt | ? | -0.2
COc1ccc(CN2C(=O)COc3ccccc32)cc1 | -5% | 1% | 3% | 9 | 2% | -5% | -1% | 1.6
Cc1cc(C(=O)NC2CC(C)(C)Cc3c2cnn3-c2cccc(F)c2)nn1C (stereo not drawn) | -4% | -14% | -8% | -1 | 15% | 23% | -4% | -0.4
C=CCN1C(=O)C(O)(CC(=O)c2ccccn2)c2ccccc21 (stereo not drawn) | -27% | -13% | 3% | 1 | 5% | -1% | -13% | 0.4
S=C(NCc1cccs1)Nc1ccccc1 | -7% | -7% | -2% | -4 | 13% | nt | -9% | 2.2
Cc1oc(-c2ccc(Cl)cc2)nc1CS(=O)CC(=O)NCCCN1CC(C)CC(C)C1 (stereo not drawn) | -13% | 4% | 3% | 4 | 2% | -6% | -9% | -3.1
CN1CCN(c2ccc(S(=O)(=O)N3CCCCC3)cc2NC(=O)Cc2ccccc2F)CC1 | -7% | -4% | 8% | -5 | 18% | -11% | -2% | 0.7
O=C(CCCN1C(=O)/C(=C\c2cccs2)SC1=S)NNC(=O)c1cccnc1 | 34%[activator] | 3% | 17% | -14 | -8% | ? | -5% | 1.1
COc1ccc(/C=N/n2cnn(Cc3ccccc3Cl)c2=S)cc1OC | -8% | -10% | 16% | 4 | -14% | 13% | 24µM* | -0.5
CC(=O)N(C)N(C)c1cc(C)nc(N)n1 | 4% | -4% | 9% | 4 | -5% | -18% | -3% | -0.6

Among those listed so far, 3 have a thiophene ring, fused or not.
SMILES | EPAC1 antag | WRN helicase inh | EPAC1 ag | PI5P4Ka inh | Abeta rescue | FUS suppressor | PLK1 PBD inh | IL2 activator
O=C(NCC(c1cccnc1)N1CCOCC1)c1cccs1 (stereo not drawn) | -2% | -2% | 4% | -5 | -10% | -31% | -4% | -0.4
S=C(NCc1cccs1)Nc1ccccc1 | -7% | -7% | -2% | -4 | 13% | nt | -9% | 2.2
O=C(CCCN1C(=O)/C(=C\c2cccs2)SC1=S)NNC(=O)c1cccnc1 | 34%[activator] | 3% | 17% | -14 | -8% | ? | -5% | 1.1

The results go on:
SMILES | EPAC1 antag | WRN helicase inh | EPAC1 ag | PI5P4Ka inh | Abeta rescue | FUS suppressor | PLK1 PBD inh | IL2 activator
COCCCNC(=O)CC[C@H]1O[C@@H](n2cnc3c(NC(=O)c4ccccc4)ncnc32)[C@H](O)[C@@H]1O | 11% | -2% | 10% | -2 | -15% | -8% | -3% | -0.3
O=C(COc1ccc(Br)cc1Cl)NC(=O)NC1CCCC1 | -3% | -3% | -4% | 19 | 17% | -20% | 4% | -0.4
Cc1cc(C)c(C)c(C(=O)CSc2nnc(-c3ccc4[nH]c(C)c(C)c4c3)o2)c1C | -4% | 0% | -15% | 1 | 6% | 9% | -3% | 0.0
CCNC(=S)Nc1cccc(S(=O)(=O)Nc2ccccc2OC)c1 | 10% | 15% | 5% | -1 | -11% | 13% | -20% | -0.3
COCCNC(=S)N/N=C/c1ccc(-c2ccc([N+](=O)[O-])cc2)o1 | 17% | 6% | -4% | -23 | 0% | 3% | 16% | ?
COc1cc2c(cc1OC)C(COc1ccc3c(C)cc(=O)oc3c1)N(C(=O)c1ccco1)CC2 (stereo not drawn) | 11% | -1% | 1% | nt | 23% | 24% | -1% | -3.4
CCOC(=O)CN(Cc1sccc1C)C(=O)Nc1ccc(OCC)cc1 | ? | -28% | 7% | -4 | -8% | nt | -5% | -3.0
Cc1nn(C)c(C)c1CN(Cc1nc(-c2cc(F)ccc2F)oc1C)C1CC1 | -22% | 5% | -3% | 0 | 3% | -8% | -3% | -0.6
CN(Cc1ccccc1)C(=O)c1ccc2sc([C@@H]3O[C@H](CO)[C@H](O)[C@H](O)[C@H]3O)nc2c1 | 4% | 2% | 6% | -3 | 12% | -6% | -5% | -0.2
O=C(COc1nsnc1N1CCOCC1)Nc1cccc(Cl)c1 | 3% | -29% | 3% | -1 | 26% | 15% | -7% | -3.0
CCN(CC)CCCn1c(C)cc2c(c1=O)C(c1cc(OC)c(OC)cc1OC)C(C#N)=C(N)O2 (stereo not drawn) | 1% | -6% | 3% | -4 | 20% | -4% | -4% | 0.2
O=C(CN1N=C(c2ccc(Cl)cc2)CCC1=O)NCCN1CCc2ccccc2C1 | 8% | -4% | -4% | 0 | 6% | 3% | 4% | -0.1
CC(C)CNC(=O)COC(=O)c1ccc(Cl)c(S(N)(=O)=O)c1 | 7% | 2% | 5% | -4 | 14% | -7% | -6% | -0.1
CCCCOc1ccc(/C=N/NC(=O)c2nnn(-c3nonc3N)c2CN2CCCCCC2)cc1 | -27% | 5%[11.6 µM] | 13% | 0 | 5% | -9% | -28% | -3.0
N/C(=N\OC(=O)c1ccccc1)C(C(=O)NOC(=O)c1ccccc1)C1CCCCC1 (stereo not drawn) | -18% | 2% | 2% | 7 | -72%[inhibitor] | 38% | -3% | -0.3
NC(=O)c1ccc(NC(=O)CC23CC4CC(CC(Br)(C4)C2)C3)cc1 | 3% | -4% | -1% | -4 | 0% | 17% | -15% | -4.4
O=C(c1ccco1)N1CCN(Cc2cc(=O)c(OCc3cccc(F)c3)co2)CC1 | -7% | -12% | -3% | 1 | 6% | 0% | 8% | 0.2
CCOC(=O)CNC(=O)CSc1ncnc2c1cnn2Cc1ccccc1 | 4% | 4%[57.1 µM] | -5% | 3 | 5% | 16% | -2% | -1.3
CC(C)Sc1nnc(Cn2c(=O)sc3ccccc32)n1-c1ccccc1 | ? | 1% | 4% | 0 | -7% | 0% | -9% | -1.4
Cc1ccc(-c2csc(NC(=O)C3CC=CCC3C(=O)O)c2C(=O)OC(C)C)cc1 (stereo not drawn) | -7% | -30%[57.1 µM] | -14% | -6 | 7% | -18% | ? | -2.7
Cc1ccc(C(=O)Nc2cccc(NC(=O)c3ccc(C)cc3)n2)cc1 | -14% | -6% | -1% | -3 | -5% | -27% | -3% | 0.1
COc1cc(Cn2c(N)c(C#N)c3nc4ccccc4nc32)cc(OC)c1 | -15% | -3% | -2% | 11 | -6% | -5% | -8% | -0.9
Nc1cc(Cl)ccc1N1CCCC1 | -6% | 3% | 3% | -8 | -23% | -11% | -15% | -3.6
O=Cc1ccc2oc3nc4n(c(=O)c3c(=O)c2c1)CCCS4 | 3% | 20µM* | -4% | -73* | -9% | 20% | ? | -0.8
O=c1c(CN2CCN(c3ccccn3)CC2)coc2ccccc12 | -22% | 2% | 13% | 5 | -5% | -17% | -9% | -0.4
COc1ccc(C(C(=O)NCC2CCCO2)N(C(=O)c2snc(C(N)=O)c2N)c2ccccc2C)cc1OC (stereo not drawn) | -21% | 5% | 6% | -6 | -14% | 24% | -11% | -1.9
Cc1cc(NC(=O)CSCc2nc(-c3cccc(Cl)c3)oc2C)no1 | -14% | 0% | -4% | 0 | -9% | -21% | -11% | 1.1
CC1CC(C)CN(c2oc(Cc3ccccc3)nc2C#N)C1 (stereo not drawn) | -22% | -15% | -11% | 25 | -6% | nt | 1% | 0.9

Source: PubChem BioAssay

Hits appear at their usual frequency; about 4.1% have a hit in one of these screens.
